Rev-erbA mod: modulators of Rev-erb alpha DNA binding, primary screen, biochemical, FITC-DNA, fluorescence polarization, uHTS | Nuclear receptor subfamily 1 group D member 1 (Homo sapiens), P20393 | Rev-erbα–FITC-DNA binding, 90 min | activity, % at 10 µM | 370,000 tested, 0.79% active;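 active = activity above about 14%, limit read from the data; passing the limit was not always enough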;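 also: 0% = DMSO wells with 35 nM protein and 100% = DMSO wells with 750 nM protein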
rCAG RNA binder: binders of r(CAG) RNA repeats, primary screen, biochemical, fluorescence; inhibition, % at 3 µM; 370,000 tested, 1.3% active; r(CAG) RNA repeat, TO-PRO-1 dye displacement fluorescence;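 active = inhibition above the plate cutoff, the mean of all test compounds on that plate plus 3 SD, cut at about 35% in these data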;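 also: 0% = DMSO alone and 100% = 100 µM mitoxantrone as full dye displacement; higher means more dye released from RNA so lower well fluorescence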
HTRA1 inhibitor: HTRA1 serine protease inhibitors, primary screen, biochemical, fluorescence polarization, HTS; Q92743; recombinant HTRA1, FP-rhodamine activity-based probe; inhibition, % at 5.96 µM; 340,000 tested, 0.5% active; AID 504803, 2011; in the data active = inhibition above about 36%;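 also: 0% = enzyme with DMSO and 100% = wells lacking enzyme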
Target sequence (Q92743 whole entry, looked up): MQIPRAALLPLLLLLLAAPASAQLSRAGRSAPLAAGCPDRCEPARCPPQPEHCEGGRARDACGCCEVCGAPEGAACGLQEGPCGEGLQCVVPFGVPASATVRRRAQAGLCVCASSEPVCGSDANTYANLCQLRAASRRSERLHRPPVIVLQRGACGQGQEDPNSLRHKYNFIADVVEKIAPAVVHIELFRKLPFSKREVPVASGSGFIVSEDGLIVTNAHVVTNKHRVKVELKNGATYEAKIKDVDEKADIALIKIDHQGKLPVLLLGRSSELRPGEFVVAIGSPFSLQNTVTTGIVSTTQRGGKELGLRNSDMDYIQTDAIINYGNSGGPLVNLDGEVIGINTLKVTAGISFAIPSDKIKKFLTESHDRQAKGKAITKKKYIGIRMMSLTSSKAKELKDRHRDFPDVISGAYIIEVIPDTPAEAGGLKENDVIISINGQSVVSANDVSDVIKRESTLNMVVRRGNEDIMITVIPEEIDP
PRMT1 inh: PRMT1 methyltransferase inhibitors, primary screen, biochemical, fluorescence polarization. Protein arginine N-methyltransferase 1 (Homo sapiens), Q99873. 370,000 tested, 1.3% active. inhibition, % at 2.79 µM. recombinant PRMT1, activity-based probe fluorescence polarization;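 active = inhibition above about 21% made by adding two undisclosed values, limit read from the data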
Target sequence (Q99873 whole entry, looked up): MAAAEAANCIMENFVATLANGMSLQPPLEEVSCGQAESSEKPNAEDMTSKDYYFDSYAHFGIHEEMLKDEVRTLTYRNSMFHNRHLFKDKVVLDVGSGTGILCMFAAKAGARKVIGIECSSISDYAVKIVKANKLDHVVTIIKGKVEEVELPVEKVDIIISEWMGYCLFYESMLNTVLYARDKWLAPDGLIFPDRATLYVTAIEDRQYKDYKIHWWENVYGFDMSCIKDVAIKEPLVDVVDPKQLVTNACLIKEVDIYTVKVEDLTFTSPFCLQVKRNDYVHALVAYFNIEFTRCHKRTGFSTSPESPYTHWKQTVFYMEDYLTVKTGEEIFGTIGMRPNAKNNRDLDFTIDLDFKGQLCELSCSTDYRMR
SIAE primary: human SIAE inhibitors, primary screen, biochemical, fluorescence polarization, FP-Rh probe, 1536-well HTS; Sialate O-acetylesterase (Homo sapiens), Q9HAT2; inhibition, % at 9.66 µM; 370,000 tested, 0.69% active; SIAE FP-Rh probe binding;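 active = inhibition above a cutoff: mean of compounds within the control limits plus 3 SD of those, cut at about 17% in these data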;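 also: 0% = plate median of compound wells and 100% = probe without SIAE protein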
LEDGF integ inh: blockers of LEDGF/p75-dependent integrase strand transfer – biochemical, TR-FRET, high throughput, primary screen | HIV-1 integrase (with human LEDGF/p75) | TR-FRET IN-LEDGF/p75 DNA integration, Eu/Cy5 | inhibition, % at 3.7 µM | 370,000 tested, 0.64% active;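 active = inhibition above the screen-wide mean plus 3 SD, cut at about 13% in these data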;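 also: signal is the Cy5 over europium emission ratio at 671 and 618 nm; 0% = plate median of compound wells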
mABHD4 FP: ABHD4 inhibitors, primary screen, biochemical, fluorescence polarization, mouse | AID 720543, 2013 | purified mABHD4, FP-Rh probe fluorescence polarization | inhibition, % at 8.92 µM | (Lyso)-N-acylphosphatidylethanolamine lipase (Mus musculus), Q8VD66 | 370,000 tested, 0.54% active;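 active = inhibition exceeding the mean over every tested compound plus 3 SD, cut at about 30% in these data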;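 also: 0% = plate median of compound wells and 100% = S159A mutant with DMSO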
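Assay system: mABHD4 protein; medium: HEPES pH 7.0, NaCl, Pluronic buffer; dosing: 8.92 µM, single dose; schedule: 45 min + 60 min at 25 °C; signal: FP readout, ex 525 nm / em 598 nm; read-out: normalized percent inhibition of probe labeling; repeats: single replicate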
PG9 Ab binder: binders of HIV-1 gp120 antibody PG9, primary screen, biochemical, TR-FRET; HIV-1 gp120 / PG9 antibody interaction; inhibition, % at 6.7 µM; 360,000 tested, 0.43% active; TR-FRET gp120-PG9 antibody binding; in the data active = inhibition above about 8.5%
TDP2 absorb: human TDP2 enzyme inhibitors, primary screen, biochemical, epi absorbance, recombinant enzyme; T5PNP hydrolysis, p-nitrophenol absorbance 415 nm; 370,000 tested, 0.34% active; inhibition, % at 12.8 µM;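 active = inhibition above the mean of all tested compounds plus 3 SD, set per campaign, cut at about 25% in these data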;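 also: 0% = DMSO with enzyme and 100% = buffer with substrate but no TDP2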
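Test system: human TDP2 enzyme; Input: 120 nM TDP2 per well; Buffer or medium: Mg2+-containing Tris-HCl buffer, pH 7.5; Reagent: 5 mM T5PNP; Dosing: 12.8 µM single point, 1% DMSO; Incubation: reaction 2 h, 37 °C; Detection: p-Nitrophenol epi absorbance; Read-out: % inhibition relative to enzyme-containing and enzyme-free wells; Replicates: single well per compound.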
TCR-CD3 inh: inhibitors of human TCR-CD3 interaction, primary screen, biochemical, fluorescence, TAMRA-labeled TCR probe; inhibition, % at 9.4 µM; 360,000 tested, 0.37% active; T-cell receptor (TCR); AID 651800, 2012; in the data active = inhibition above about 19%;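 also: recombinant mutant TCR 2C K166C tagged with TAMRA read by polarization; 0% = receptor in buffer alone and 100% = receptor with positive control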
Numbers without * were called inactive; · = not tested or not shown.

| mol | Rev-erbA mod | rCAG RNA binder | HTRA1 inhibitor | PRMT1 inh | SIAE primary | LEDGF integ inh | mABHD4 FP | PG9 Ab binder | TDP2 absorb | TCR-CD3 inh |
| --- | --- | --- | --- | --- | --- | --- | --- | --- | --- | --- |
| CCC(=O)Nc1ccc(C(=O)N/N=C/c2ccccc2[N+](=O)[O-])cc1 | 1 | 2 | -7 | 1 | -4 | 2 | -10 | 0.3 | 0 | -5 |
| COc1ccc(NC(=O)N2CCCC2C(=O)NCc2ccccc2Cl)cc1 (configuration not stated) | 0 | 5 | -6 | -3 | -3 | -4 | 0 | -0.2 | 17 | 1 |
| CCc1nnc(NC(=O)C2CCCN(S(=O)(=O)c3ccccc3)C2)s1 (configuration not stated) | -4 | -5 | -5 | 0 | 7 | -2 | 8 | 3.2 | -2 | -6 |
| Cc1ccc(-n2ncc3c(N4CCCC(C)C4)ncnc32)c(C)c1 (configuration not stated) | 2 | -1 | -2 | -3 | -2 | 0 | 2 | -1.7 | 1 | -2 |
| CC1(C)CC2CC(C)(CN2C(=S)NC(=O)c2ccccc2Cl)C1 (configuration not stated) | -1 | -5 | -1 | -3 | 5 | 6 | 5 | 0.6 | 1 | -9 |
| Cc1ccc(S(=O)(=O)N2CCN(c3ccnc4cc(Cl)ccc34)CC2)cc1C | 4 | 3 | -34 | -3 | -10 | -2 | -3 | 0.0 | -4 | 3 |
| C=CCN1C(=O)C2(NNc3ccccc3O2)c2ccccc21 (configuration not stated) | 3 | 10 | 13 | 9 | 5 | -1 | 17 | 0.3 | 5 | 1 |
| COc1ccc2nc(N3CCN(C(=O)c4ccc([N+](=O)[O-])o4)CC3)sc2c1 | -1 | -1 | -1 | 2 | -1 | 3 | 1 | 0.5 | 4 | -1 |
| CC1=CC2=NC(=O)/C(=C\c3ccc(-c4ccc(Cl)cc4)o3)C(=N)N2O1 | -25 | 6 | · | -2 | -1 | 4 | 4 | 0.3 | -6 | 2 |
| CCN1CCN(C(=O)C2CCN(c3nnc(-n4c(C)ccc4C)s3)CC2)CC1 | 0 | 2 | -2 | -6 | 8 | 3 | 2 | 0.4 | 8 | -1 |

Part of the list above, with each value named:
> Cc1ccc(-n2ncc3c(N4CCCC(C)C4)ncnc32)c(C)c1 (configuration not stated)
  Rev-erbA mod: 2 | rCAG RNA binder: -1 | HTRA1 inhibitor: -2 | PRMT1 inh: -3 | SIAE primary: -2 | LEDGF integ inh: 0 | mABHD4 FP: 2 | PG9 Ab binder: -1.7 | TDP2 absorb: 1 | TCR-CD3 inh: -2

> CC1(C)CC2CC(C)(CN2C(=S)NC(=O)c2ccccc2Cl)C1 (configuration not stated)
  Rev-erbA mod: -1 | rCAG RNA binder: -5 | HTRA1 inhibitor: -1 | PRMT1 inh: -3 | SIAE primary: 5 | LEDGF integ inh: 6 | mABHD4 FP: 5 | PG9 Ab binder: 0.6 | TDP2 absorb: 1 | TCR-CD3 inh: -9

> Cc1ccc(S(=O)(=O)N2CCN(c3ccnc4cc(Cl)ccc34)CC2)cc1C
  Rev-erbA mod: 4 | rCAG RNA binder: 3 | HTRA1 inhibitor: -34 | PRMT1 inh: -3 | SIAE primary: -10 | LEDGF integ inh: -2 | mABHD4 FP: -3 | PG9 Ab binder: 0.0 | TDP2 absorb: -4 | TCR-CD3 inh: 3

> C=CCN1C(=O)C2(NNc3ccccc3O2)c2ccccc21 (configuration not stated)
  Rev-erbA mod: 3 | rCAG RNA binder: 10 | HTRA1 inhibitor: 13 | PRMT1 inh: 9 | SIAE primary: 5 | LEDGF integ inh: -1 | mABHD4 FP: 17 | PG9 Ab binder: 0.3 | TDP2 absorb: 5 | TCR-CD3 inh: 1

4 neighbouring compounds from above, quoted:
| mol | Rev-erbA mod | rCAG RNA binder | HTRA1 inhibitor | PRMT1 inh | SIAE primary | LEDGF integ inh | mABHD4 FP | PG9 Ab binder | TDP2 absorb | TCR-CD3 inh |
| --- | --- | --- | --- | --- | --- | --- | --- | --- | --- | --- |
| C=CCN1C(=O)C2(NNc3ccccc3O2)c2ccccc21 (configuration not stated) | 3 | 10 | 13 | 9 | 5 | -1 | 17 | 0.3 | 5 | 1 |
| COc1ccc2nc(N3CCN(C(=O)c4ccc([N+](=O)[O-])o4)CC3)sc2c1 | -1 | -1 | -1 | 2 | -1 | 3 | 1 | 0.5 | 4 | -1 |
| CC1=CC2=NC(=O)/C(=C\c3ccc(-c4ccc(Cl)cc4)o3)C(=N)N2O1 | -25 | 6 | · | -2 | -1 | 4 | 4 | 0.3 | -6 | 2 |
| CCN1CCN(C(=O)C2CCN(c3nnc(-n4c(C)ccc4C)s3)CC2)CC1 | 0 | 2 | -2 | -6 | 8 | 3 | 2 | 0.4 | 8 | -1 |

New compounds follow:
| mol | Rev-erbA mod | rCAG RNA binder | HTRA1 inhibitor | PRMT1 inh | SIAE primary | LEDGF integ inh | mABHD4 FP | PG9 Ab binder | TDP2 absorb | TCR-CD3 inh |
| --- | --- | --- | --- | --- | --- | --- | --- | --- | --- | --- |
| O=C(NCc1ccccc1)C(c1c(F)cccc1Cl)N(C(=O)c1csnn1)C1CC1 (configuration not stated) | 0 | -4 | -9 | 1 | -5 | -1 | -2 | -1.5 | 1 | -6 |
| C#CCN1C(=O)[C@]2(OCCC=C[C@H]2C)c2cc(OC)ccc21 | -1 | 0 | · | -1 | -2 | 2 | 8 | 0.0 | 2 | -5 |
| CC(=O)Nc1cccc(/C(C)=N/NC(=O)c2cc(-c3ccncc3)nc3ccccc23)c1 | -3 | 8 | -15 | 3 | -2 | -1 | 1 | 0.4 | -16 | -8 |
| C[C@@H]1CN([C@@H](C)CO)S(=O)(=O)c2ccc(Br)cc2O[C@@H]1CN(C)C(=O)C1CC1 | 6 | 0 | 2 | 5 | 1 | -7 | -15 | 0.7 | -2 | -8 |
| CCOc1ccc(NS(=O)(=O)c2ccc(C(=O)NCC(C)(C)N3CCOCC3)cc2)cc1 | 0 | -4 | -2 | 4 | 5 | -10 | 3 | -1.7 | -12 | 2 |
| O=C(Cc1c(F)cccc1Cl)NCC(=O)OCc1ccccc1 | 2 | -3 | 5 | -4 | -6 | -1 | 0 | -1.0 | 0 | 10 |
| CCn1nnnc1SCC(=O)Nc1nc(-c2cccs2)cs1 | 1 | 2 | -10 | 5 | 0 | -5 | -3 | 1.4 | -11 | -2 |
| CN(C(=O)c1cccc(NC(=O)Cc2ccc(NC(=O)C3CCCN(S(=O)(=O)c4cccc([N+](=O)[O-])c4)C3)cc2)c1)C1CCCCC1 (configuration not stated) | 0 | 14 | -24 | 0 | -28 | 4 | -28 | -0.2 | 3 | 6 |
| CC(=O)Nc1ccc(NC(=O)C(=O)c2cn(CC(=O)N3CCCC3)c3ccccc23)cc1 | 3 | 0 | 2 | 2 | -4 | -1 | 2 | 0.8 | 12 | 1 |
| O=C(Nc1cccs1)Nc1c(F)c(F)cc(F)c1F | 0 | 0 | 5 | 3 | 3 | -6 | -5 | 0.6 | -2 | 6 |
| CCOC(=O)N1CCC(NS(=O)(=O)c2cc3c(cc2Br)CCN3C(=O)CC)CC1 | 3 | 0 | 1 | 2 | 3 | -4 | 8 | 1.2 | 2 | 4 |
| CN(C(=O)c1cccc(NC(=O)Cc2ccc(NC(=O)C3CCCN(C(=O)C4CCCCC4)C3)cc2)c1)C1CCCC1 (configuration not stated) | 4 | 6 | -8 | 0 | 2 | -1 | 4 | -0.6 | -5 | 4 |
| Cc1ccc(NC(=O)CC(=O)Nc2ccc(C)c(C)c2)cc1C | 8 | 1 | -8 | -2 | -12 | 2 | -14 | 0.1 | -12 | -1 |

Source: PubChem BioAssay

Some of the compounds tested; the hit share may differ from the screen's.
